Tat transport – E. coli Tat transport inhibition; inhibition, % at 10 µM; E. coli MC4100 TorA-mCherry Tat export, fluorescence; AID 488895; 340,000 tested, 0.036% active;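 active means mean replicate inhibition at least 50% and at least half of replicates individually reaching 50%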;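 further: exported cargo escapes ClpAP degradation while cytoplasmic cargo is degraded and loses fluorescence; 0% = median of neutral control wells and 100% = median of NaSCN control wells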
phage Ecoli inh – E. coli growth loss with phage present. inhibition, % at 11.9 µM. AID 651602. growth absorbance. 360,000 tested, 0.26% active; in the data active means inhibition above about 11%
HTR5A inv ag – counter-screen for OPRM1-OPRD1 inverse agonists: human HTR5A inverse agonism; P47898; HTR5A cell line, luminescence; inhibition, % at 9.3 µM; 340,000 tested, 0.083% active; AID 504634; in the data active means inhibition mostly above about 23%, no sharp cut-off; inactive means mostly below about 18%;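 further: 0% = cells with DMSO and 100% = no-cell wells with DMSO; some compounds called inactive have numbers as strong as hits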
Target sequence (P47898 whole entry, looked up): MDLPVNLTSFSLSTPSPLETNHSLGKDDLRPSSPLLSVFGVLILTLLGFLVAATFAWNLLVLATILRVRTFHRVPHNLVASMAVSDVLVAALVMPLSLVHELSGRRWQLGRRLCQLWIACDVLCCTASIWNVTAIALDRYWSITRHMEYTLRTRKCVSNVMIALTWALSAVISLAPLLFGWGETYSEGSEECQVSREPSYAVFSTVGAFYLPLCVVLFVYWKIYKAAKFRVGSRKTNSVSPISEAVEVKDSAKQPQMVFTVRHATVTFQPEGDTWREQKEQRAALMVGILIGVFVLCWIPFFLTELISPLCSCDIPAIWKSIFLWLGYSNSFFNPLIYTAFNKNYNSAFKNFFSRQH
MOR-DOR ag – OPRM1-OPRD1 heterodimerization agonism; P35372+P41143; activation, % at 9.3 µM; cells, luminescence; 340,000 tested, 0.3% active; in the data active means activation above about 18%;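 further: 0% = vehicle-treated cells and 100% = reference agonist; values of inactives mirror those of a sister screen read the other way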
PKA-R1A act – PKA-R1A complex activation; activation, % at 11.4 µM; 340,000 tested, 0.083% active; AID 504707; PKA-R1A dissociation, Cy5-IP20 fluorescence polarization; scaled: DMSO 0%, 113 µM cGMP 100%;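 active means percent activation above the mean of all tested compounds plus 3 SD, cut at about 19% in these data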;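 further: higher means more PKAc released from R1A so a rise in polarization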
SUMO Mot1 rescue – SUMOylation pathway inhibition by Mot1-301 growth rescue; S. cerevisiae Mot1-301 growth rescue, ATP luminescence, 38.5C; percent above DMSO median, 100 means doubled; growth rescue, % at 18.8 µM; 320,000 tested, 1% active;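 active means every valid replicate shows activation above 250% relative to neutral control wells; inactive means the rest, any valid replicate at or below 250%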;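 further: OY570 slx delta 5 strain wells were the positive control but not used for scaling; some compounds called inactive have numbers as strong as hits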
PKA-R2B act – activates the human PKA-R2B holoenzyme complex; P22694+P31323; 340,000 tested, 0.079% active; PKA-R2B holoenzyme dissociation, Cy5-IP20 fluorescence polarization; R2B truncated from residue 108, S112A mutant; 0% DMSO only, 100% 113 µM cGMP; activation, % at 11.4 µM; AID 504700;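 active means activation above a cutoff set at the mean over all compounds plus 3 SD, cut at about 18% in these data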;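 further: higher means more holoenzyme dissociation and a rise in polarization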
Target sequence (P31323 whole entry, looked up, other chains not shown, the tested form may be a part): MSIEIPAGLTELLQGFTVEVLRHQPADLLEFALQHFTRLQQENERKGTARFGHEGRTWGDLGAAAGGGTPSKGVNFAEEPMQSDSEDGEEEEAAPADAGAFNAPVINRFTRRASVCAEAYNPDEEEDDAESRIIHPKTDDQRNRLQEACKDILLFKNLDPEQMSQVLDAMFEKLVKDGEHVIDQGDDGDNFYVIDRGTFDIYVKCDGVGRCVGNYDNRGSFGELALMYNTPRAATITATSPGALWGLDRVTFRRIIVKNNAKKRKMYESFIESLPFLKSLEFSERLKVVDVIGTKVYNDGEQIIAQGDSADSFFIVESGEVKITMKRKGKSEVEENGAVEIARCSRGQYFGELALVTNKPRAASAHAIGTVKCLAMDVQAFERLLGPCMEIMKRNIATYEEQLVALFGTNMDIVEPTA
OPRM1-OPRD1 inv – mu-delta opioid heterodimer inverse agonism | P35372+P41143 | inhibition, % at 9.3 µM | cell-based MOR-DOR heterodimer luminescence | 340,000 tested, 0.21% active; in the data active means inhibition above about 22%, passing the limit was not always enough;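 further: 0% = cells with DMSO and 100% = wells without cells with DMSO; values of inactives mirror those of a sister screen read the other way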
AddAB inh – less growth of phage-infected E. coli with AddAB | inhibition, % at 11.9 µM | AID 435030 | E. coli expressing H. pylori AddAB, absorbance growth | 330,000 tested, 0.29% active; in the data active means inhibition above about 12%;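 further: 0% = vehicle wells of infected cells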
Ecoli viability – reduces bacterial viability in AddAB counter-screen; E. coli V3065 growth, OD600 absorbance, 18 h; inhibition, % at 11.9 µM; 330,000 tested, 0.27% active; AID 449728;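 active means inhibition above the campaign's mean inhibition across all tested compounds plus 3 SD, cut at about 9.9% in these data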;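 further: uninfected addAB+ strain grown without phage in ampicillin broth; 0% = DMSO wells and 100% = ciprofloxacin 0.95 µg/ml wells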
PfHsp90 yeast 2 – reduces growth (ATP signal) of yeast expressing P. falciparum Hsp90 | S. cerevisiae expressing PfHsp90, BacTiter-Glo ATP, 48 h; yeast lacking PDR1 and PDR3 efflux regulators | inhibition, % at 9.4 µM | 310,000 tested, 0.32% active;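 active means every replicate shows inhibition above about 80%, whatever the replicate mean, limit read from the data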;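 further: 0% = DMSO neutral controls and 100% = 20 µM radicicol positive controls; yeast relying on Plasmodium falciparum Hsp90 in place of its own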
Numbers without * were called inactive.

`Cc1nn(-c2ccccc2)c(Cl)c1CN(C(=O)CCl)c1ccc(Cl)cc1` gave Tat transport 5.9, phage Ecoli inh 2.5, HTR5A inv ag -50.5, MOR-DOR ag 67.5*, PKA-R1A act -0.3, SUMO Mot1 rescue 87.7, PKA-R2B act -2.1, OPRM1-OPRD1 inv -361.4, AddAB inh 6.0, Ecoli viability -2.6 and PfHsp90 yeast 2 -20.9.
Screening CCn1c(=O)c2c(nc3n2CCCN3c2cccc(C)c2)n(C)c1=O returned Tat transport -1.0, phage Ecoli inh 2.8, HTR5A inv ag -2.8, MOR-DOR ag -3.7, PKA-R1A act -7.9, SUMO Mot1 rescue 4.5, PKA-R2B act -6.4, OPRM1-OPRD1 inv 18.1, AddAB inh 0.8, Ecoli viability -1.6 and PfHsp90 yeast 2 19.6.
For CC1=C(C(N)=O)C(c2cccs2)n2nc(-c3cccc(Cl)c3)nc2N1 (stereo unspecified) the results were Tat transport 3.4, HTR5A inv ag -8.2, MOR-DOR ag 0.7, PKA-R1A act -6.4, SUMO Mot1 rescue 14.7, PKA-R2B act -9.6, OPRM1-OPRD1 inv -4.2, AddAB inh -0.2 and Ecoli viability -1.7.
For Cc1cc2c3c(c1)C1(C(=O)N3C(C)(C)CC2C)C(C#N)=C(N)Oc2cc(O)ccc21 (stereo unspecified) the results were Tat transport 9.8, phage Ecoli inh 0.9, HTR5A inv ag -15.6, MOR-DOR ag -1.5, PKA-R1A act -6.5, SUMO Mot1 rescue -15.2, PKA-R2B act -13.9, OPRM1-OPRD1 inv 8.2, AddAB inh 5.7, Ecoli viability 0.0 and PfHsp90 yeast 2 -17.7.
Cc1cccc(CS(=O)(=O)Cc2ccc(C(=O)NCCCN3CCOCC3)o2)c1 was read as Tat transport -0.2, phage Ecoli inh 2.4, HTR5A inv ag -7.7, MOR-DOR ag -1.6, PKA-R1A act -7.5, SUMO Mot1 rescue -0.1, PKA-R2B act -1.3, OPRM1-OPRD1 inv 9.6, AddAB inh 3.1, Ecoli viability -2.1 and PfHsp90 yeast 2 32.3.
`COc1ccc(/C=C2\CCOC2=O)cc1` gave Tat transport -1.2, phage Ecoli inh 3.4, HTR5A inv ag 8.0, MOR-DOR ag -3.2, PKA-R1A act 2.9, SUMO Mot1 rescue 0.9, PKA-R2B act 5.7, OPRM1-OPRD1 inv 20.2, AddAB inh 2.8, Ecoli viability -0.7 and PfHsp90 yeast 2 9.6.
Screening CCOCc1cc(C)[nH]c(=O)c1C#N returned Tat transport -2.4, phage Ecoli inh 1.1, HTR5A inv ag 11.0, MOR-DOR ag -3.2, PKA-R1A act 2.4, SUMO Mot1 rescue 185.1, PKA-R2B act 4.5, OPRM1-OPRD1 inv 13.5, AddAB inh 4.2, Ecoli viability -0.2 and PfHsp90 yeast 2 -7.3.
`O=C(CCn1c(=O)oc2ccccc21)N1CCN(C(c2ccccc2)c2ccccc2)CC1` gave Tat transport -1.6, phage Ecoli inh 2.6, HTR5A inv ag -5.6, MOR-DOR ag -2.2, PKA-R1A act -8.4, SUMO Mot1 rescue 13.9, PKA-R2B act -3.7, OPRM1-OPRD1 inv 11.8, AddAB inh 1.6, Ecoli viability 0.1 and PfHsp90 yeast 2 1.1.
Screening Cc1ccc(NC(=O)C2=C(C(=O)O)CCCC2)cc1F returned Tat transport -6.4, phage Ecoli inh 2.9, HTR5A inv ag -17.9, MOR-DOR ag -3.8, PKA-R1A act -12.8, SUMO Mot1 rescue 0.5, PKA-R2B act 9.5, OPRM1-OPRD1 inv 18.2, AddAB inh 2.4, Ecoli viability 5.4 and PfHsp90 yeast 2 -2.3.
For O=C(O)C1C2C=CC3(O2)C1C(=O)N1c2ccccc2C2OCCC2C13 (stereo unspecified) the results were Tat transport -5.2, phage Ecoli inh -0.1, HTR5A inv ag 11.2, MOR-DOR ag 0.5, PKA-R1A act -2.9, SUMO Mot1 rescue 86.4, PKA-R2B act 1.2, OPRM1-OPRD1 inv -3.2, AddAB inh 1.6, Ecoli viability -0.4 and PfHsp90 yeast 2 3.9.
For CC(=O)c1c(C)[nH]c(C(=O)OCC(=O)NNC(=O)c2ccc([N+](=O)[O-])cc2)c1C the results were Tat transport 0.9, phage Ecoli inh 1.9, HTR5A inv ag 5.0, MOR-DOR ag -2.5, PKA-R1A act -10.4, SUMO Mot1 rescue -0.2, PKA-R2B act -3.5, OPRM1-OPRD1 inv 12.9, AddAB inh -1.7, Ecoli viability -2.8 and PfHsp90 yeast 2 -3.1.
`COc1cc(OC)c(OC)cc1/C=N/NC(=O)c1ccc2nc[nH]c2c1` gave Tat transport 0.1, phage Ecoli inh -0.1, HTR5A inv ag 12.2, MOR-DOR ag -2.5, PKA-R1A act 2.0, SUMO Mot1 rescue -19.6, PKA-R2B act 3.4, OPRM1-OPRD1 inv 12.9, AddAB inh 0.0, Ecoli viability -0.5 and PfHsp90 yeast 2 -3.1.
`NNC(=O)CC1NCCN(Cc2ccccc2)C1=O` (stereo unspecified) gave Tat transport -10.4, phage Ecoli inh 3.0, HTR5A inv ag 6.0, MOR-DOR ag -2.9, PKA-R1A act 2.0, SUMO Mot1 rescue -26.3, PKA-R2B act 5.9, OPRM1-OPRD1 inv 13.0, AddAB inh 2.2, Ecoli viability -0.4 and PfHsp90 yeast 2 5.1.
For c1ccc(Nc2nc(NCc3ccco3)c3ccccc3n2)cc1 the results were Tat transport 20.4, phage Ecoli inh 3.0, HTR5A inv ag -4.8, MOR-DOR ag 7.0, PKA-R1A act -9.6, SUMO Mot1 rescue 21.7, PKA-R2B act -11.5, OPRM1-OPRD1 inv -35.8, AddAB inh 3.7, Ecoli viability 3.3 and PfHsp90 yeast 2 14.1.
Screening CCCCc1cc(=O)oc2c(C)c(OCC(=O)N3CCCC3)ccc12 returned Tat transport -7.0, phage Ecoli inh 1.6, HTR5A inv ag -1.7, MOR-DOR ag -0.4, PKA-R1A act -9.3, SUMO Mot1 rescue -4.7, PKA-R2B act -4.2, OPRM1-OPRD1 inv 2.3, AddAB inh 2.7, Ecoli viability 1.8 and PfHsp90 yeast 2 -6.5.
`CN1C(=O)C(CC(=O)Nc2ccc(Cl)cc2)N(Cc2ccco2)C1=S` (stereo unspecified) gave Tat transport 6.7, phage Ecoli inh 1.8, HTR5A inv ag -3.4, MOR-DOR ag 1.8, PKA-R1A act -1.8, SUMO Mot1 rescue -4.2, PKA-R2B act 0.9, OPRM1-OPRD1 inv -9.5, AddAB inh 1.1, Ecoli viability 0.1 and PfHsp90 yeast 2 0.2.
CCOc1ccc(NC2=NCCC(=O)N2Cc2cccs2)cc1 was read as Tat transport -0.5, phage Ecoli inh 2.9, HTR5A inv ag 12.1, MOR-DOR ag -0.5, PKA-R1A act 3.1, SUMO Mot1 rescue -11.3, PKA-R2B act 0.6, OPRM1-OPRD1 inv 2.6, AddAB inh 2.4 and Ecoli viability -1.3.
Screening CCOc1ccc(Cc2nc(N)nc(N)n2)cc1 returned Tat transport -7.1, phage Ecoli inh 0.8, HTR5A inv ag 5.2, MOR-DOR ag -1.4, PKA-R1A act -8.6, SUMO Mot1 rescue 1.0, PKA-R2B act 7.8, OPRM1-OPRD1 inv 7.1, AddAB inh 2.2, Ecoli viability 3.2 and PfHsp90 yeast 2 -11.4.
COc1ccc(NC(=S)NCC(c2cccnc2)N2CCOCC2)cc1 (stereo unspecified) was read as Tat transport -0.4, phage Ecoli inh 1.4, HTR5A inv ag 8.6, MOR-DOR ag -4.1, PKA-R1A act -8.3, SUMO Mot1 rescue 102.7, PKA-R2B act -6.3, OPRM1-OPRD1 inv 20.4, AddAB inh 0.0, Ecoli viability 0.1 and PfHsp90 yeast 2 8.9.
Screening Cn1c(Cc2ccc3c(c2)OCO3)nnc1SCC(=O)NC(C)(C)C returned Tat transport 2.9, phage Ecoli inh 1.9, HTR5A inv ag -3.1, MOR-DOR ag -0.6, PKA-R1A act -4.7, SUMO Mot1 rescue 0.2, PKA-R2B act 10.3, OPRM1-OPRD1 inv 3.2, AddAB inh -0.5, Ecoli viability -1.4 and PfHsp90 yeast 2 -4.8.
COc1ccc(CCNC(=O)C2CCN(Cc3nc(-c4cccc(Cl)c4)oc3C)CC2)cc1OC was read as Tat transport -0.2, HTR5A inv ag -3.0, MOR-DOR ag 3.1, PKA-R1A act 0.4, SUMO Mot1 rescue 2.6, PKA-R2B act -1.4, OPRM1-OPRD1 inv -16.3, AddAB inh 4.1, Ecoli viability -1.9 and PfHsp90 yeast 2 -11.1.
`COc1cc([N+](=O)[O-])c2nccnc2c1` gave Tat transport -3.9, phage Ecoli inh 4.0, HTR5A inv ag -29.5, MOR-DOR ag -0.1, PKA-R1A act -1.1, SUMO Mot1 rescue 0.5, PKA-R2B act -1.1, OPRM1-OPRD1 inv 0.7, AddAB inh -1.5, Ecoli viability 0.3 and PfHsp90 yeast 2 4.3.
For O=C(CC(=O)N1CCN(c2ccccn2)CC1)Nc1ccc2nc3n(c(=O)c2c1)CCCCC3 the results were Tat transport 2.6, phage Ecoli inh 0.5, HTR5A inv ag 2.1, MOR-DOR ag -1.6, PKA-R1A act -5.3, SUMO Mot1 rescue -2.7, PKA-R2B act -5.7, OPRM1-OPRD1 inv 8.2, AddAB inh -0.2, Ecoli viability -1.0 and PfHsp90 yeast 2 -36.8.
For COc1ccc(N2CC(C(=O)Nc3nnc(SCc4cccnc4)s3)CC2=O)cc1 (stereo unspecified) the results were Tat transport -4.4, phage Ecoli inh -0.1, HTR5A inv ag -20.0, MOR-DOR ag 3.0, PKA-R1A act -6.5, SUMO Mot1 rescue -12.1, PKA-R2B act 6.9, OPRM1-OPRD1 inv -16.1, AddAB inh -0.9, Ecoli viability -1.5 and PfHsp90 yeast 2 -6.8.
For COC(=O)CNC(=O)C1CCN(c2nc(C)cc(C)n2)CC1 the results were Tat transport 1.1, phage Ecoli inh 2.8, HTR5A inv ag -9.6, MOR-DOR ag -2.4, PKA-R1A act -8.1, SUMO Mot1 rescue -14.6, PKA-R2B act -10.5, OPRM1-OPRD1 inv 12.3, AddAB inh 0.6, Ecoli viability 0.8 and PfHsp90 yeast 2 -6.2.
For CCOc1ccc(C2CC(c3cccc(OC)c3)Nc3ncnn32)cc1 (stereo unspecified) the results were Tat transport -4.5, phage Ecoli inh 0.9, HTR5A inv ag 11.0, MOR-DOR ag -2.1, PKA-R1A act -4.9, SUMO Mot1 rescue 37.8, PKA-R2B act -1.5, OPRM1-OPRD1 inv 10.7, AddAB inh 3.5, Ecoli viability -0.2 and PfHsp90 yeast 2 -5.6.
Screening N#Cc1cc2c(cc1NC(=O)CCn1cnnn1)OCO2 returned Tat transport -5.3, phage Ecoli inh 4.1, HTR5A inv ag 8.4, MOR-DOR ag -3.3, PKA-R1A act -18.2, SUMO Mot1 rescue -17.0, PKA-R2B act -19.3, OPRM1-OPRD1 inv 17.2, AddAB inh 5.2, Ecoli viability 1.4 and PfHsp90 yeast 2 -19.8.
`Cc1ccc(C(=O)Nc2ccccc2C(=O)NC(Cc2c[nH]c3ccccc23)C(=O)O)cc1` (stereo unspecified) gave Tat transport 5.3, phage Ecoli inh 3.4, HTR5A inv ag 0.3, MOR-DOR ag -2.0, PKA-R1A act -8.6, SUMO Mot1 rescue -18.5, PKA-R2B act -8.7, OPRM1-OPRD1 inv 9.7, AddAB inh 2.4, Ecoli viability -1.3 and PfHsp90 yeast 2 15.4.

High-throughput results: PubChem BioAssay, several laboratories
